GAA glycogen mod: GAA glycogen-cleavage inhibition or activation; P10253; recombinant GAA, glycogen substrate, Amplex Red glucose oxidase fluorescence; Potency, µM (series often up to 76.4 µM), for inactives: at the top dose activity change, negative = inhibition, usual class: inhibitors; 0.38% of 300,000 active; AID 2100;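 note: 0% = full enzyme reaction and -100% = no-enzyme basal signal; the screen sought inhibitors and activators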
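Recombinant human enzyme (4 nM); glycogen substrate; 37 C, 40 min, pH 5.0. Readout: coupled glucose oxidase/Amplex Red fluorescence.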
GAA spleen mod: inhibitors or activators of human alpha-glucosidase in spleen homogenate; P10253; human spleen homogenate, 4-MU-alpha-glucoside fluorescence; Potency, µM (series often up to 79.9 µM), for inactives: at the highest dose activity change, negative = inhibition, actives largely listed as inhibitors; 0.006% of 240,000 active; AID 2112;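 note: 0% = enzyme with vehicle and -100% = no enzyme basal signal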
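Human spleen homogenate (1 ug) with 4-methylumbelliferyl-alpha-D-glucopyranoside (1 mM final) in 50 mM citrate/phosphate pH 5.0, 0.01% Tween-20; 40 min at 37 C. Stopped at pH 10; 4-MU fluorescence Ex 365/Em 440 nm; AC50 by Hill fit.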
GAA inh: alpha-glucosidase (human) inhibition | P10253 | purified human GAA, 4-MU-alpha-glucoside fluorescence | Potency, µM (doses to about 76.9 µM), without a hit: at the highest dose activity change, negative = inhibition, usual class: inhibitors | 0.005% of 200,000 active | AID 1466;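 note: plate controls were uninhibited enzyme wells for no effect and no-enzyme background for full effect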
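Endpoint fluorogenic read: 20 min room-temperature reaction of 4 nM human alpha-glucosidase with 400 uM 4-methylumbelliferyl-alpha-D-pyranoside, pH 5.0, quenched with 1M NaOH/1M glycine pH 10. AC50 from Hill modeling.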
HTT aggregate: inhibitors of mutant huntingtin aggregate formation in PC12 cells | 1.1% of 220,000 active | PC12 HttQ103-GFP aggregates, Acumen cytometry, 40 h | Potency, µM (highest dose often 46.1 µM), without a hit: at the highest dose activity change, negative = inhibition, actives largely listed as inhibitors; note: % is set by controls: 0 for no effect and ±100 for the full control effect; nearly all actives have a fitted effect of over 60% in size
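Aggregate formation scored by laser-scanning cytometer (488 excitation, 500–530 emission) in lysed PC12 cells expressing Q103-GFP after 100 nM tebufenozide induction; library tested in dose series, with ATPLite reagent added in the multiplex.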
RGS12 GoLoco inh: RGS12 GoLoco-Gai1 interaction inhibition | Potency, µM (top dose mostly 61.6 µM), for inactives: top-dose activity, negative = inhibition, hits mostly inhibitors | Gai1:RGS12 GoLoco peptide FP, rhodamine, 10 min | P63096 | 0.44% of 230,000 active | AID 880; active = well fitted inhibition curve with a large enough effect, not every such curve was filed as active; inactive = no such curve, though single readings can be large or run the other way; note: % is set by controls: 0 for no effect and ±100 for the full control effect; nearly all actives have a fitted effect of over 30% in size; many of its hits are not listed in these tables
Target sequence (P63096 whole entry, looked up): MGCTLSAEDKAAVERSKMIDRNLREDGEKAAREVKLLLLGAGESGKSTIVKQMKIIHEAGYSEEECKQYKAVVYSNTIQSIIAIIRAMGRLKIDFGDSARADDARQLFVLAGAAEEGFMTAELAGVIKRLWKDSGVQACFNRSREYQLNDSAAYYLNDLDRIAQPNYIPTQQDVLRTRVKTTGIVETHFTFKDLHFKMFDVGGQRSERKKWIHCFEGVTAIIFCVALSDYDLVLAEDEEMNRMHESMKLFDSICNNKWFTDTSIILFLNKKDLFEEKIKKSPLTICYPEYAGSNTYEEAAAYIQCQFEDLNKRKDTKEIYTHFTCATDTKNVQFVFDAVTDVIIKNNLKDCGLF
IMPase Li cell: membrane-permeable IMPase blocker, potentiated with lithium. CHO-M1 cells, IP1 TR-FRET (IP-One), carbachol + lithium. Potency, µM (top dose mostly 59.4 µM), without a hit: at the highest dose activity, negative = IMPase inhibition, usual class: inhibitors. 0.35% of 210,000 active;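 note: IP1 builds up when IMPase is blocked and the TR-FRET signal falls; plate controls were basal vehicle for no effect and high inhibitor control for full effect; nearly all actives have a fitted effect of over 50% in size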
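Concentration–response in CHO-M1 cells, lithium-potentiated; 30 min at 37C. IP1 detected by competitive TR-FRET after 10 min lysis at RT. Hill-fitted AC50.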
HTT cytoprotect: cytoprotection in Huntington HTT-Q103 PC12 cell model; PC12 HTT-Q103 induced, cytoprotection, ATP luminescence, 40 h; Potency, µM (highest dose often 56.4 µM), inactives show cytoprotection (ATP increase), hits mostly activators; 0.14% of 230,000 active;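 note: % of control where 0% means no effect; nearly all actives have a fitted effect of over 45% in size; toxic huntingtin expression switched on by the ecdysone agonist tebufenozide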
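ATP quantification (ATPlite) reports survival of PC12 cells in which tebufenozide, 100 nM final, switches on Htt exon 1 with 103 glutamines linked to GFP; compounds are titrated.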
An asterisk follows results filed as active; ? = inconclusive; nt = not tested or not shown; [ ] = another dose, or the depositor's remark. Unless noted, calls come from the whole dose curve; as a rule, active = well fitted curve in the direction sought with a large enough effect; inconclusive = small, poorly fitted or top-dose-only effect, or another doubt; inactive = no such curve, though single readings can be large; an effect the other way counts as inactive or inconclusive. Potency is the fitted concentration of half-maximal effect. Some of the compounds tested (hit frequency here may not be typical).

Second line of a record – GAA glycogen mod, GAA spleen mod, GAA inh, HTT aggregate, RGS12 GoLoco inh, IMPase Li cell, HTT cytoprotect
#1 CCOc1ccc(N=C2NC(=O)S/C2=C\c2ccc(O)cc2)cc1
    -0.1%, -1.5%, -6.5%, -7.3%, -16.4%, -1.3%[38.3 µM], -7.7%
#2 COc1ccc(-n2cc(-c3ccc(OC(F)F)cc3)[n+]3c2CCCCC3)cc1
    -5.2%, -14.9%, 1.2%, 15.8µM*, 8.4%, 20.3%, -4.6%[10 µM]
#3 CC(C)C1S/C(=N/N=C/c2ccco2)NC1=O (configuration not stated)
    6.9%, -0.8%, -2.2%, -5.3%, 2.6%, 5.6%[38.3 µM], 5.5%
#4 CCN(CC)C(=O)Oc1cc(=O)n2c3c(cccc13)CCC2
    -5.8%, -2.1%, ?, 10.2%, 7.7%, -8.2%, nt
#5 O=C(Nc1nc(-c2ccccn2)cs1)C1COc2ccccc2O1 (configuration not stated)
    4.2%, -1.6%, 1.9%, 1.3%, -11.2%, 6.6%, -4.7%
#6 O=C(Nc1ccc(S(=O)(=O)Nc2nccs2)cc1)c1ccc(S(=O)(=O)N2CCOCC2)cc1
    -0.2%, -0.1%, -13.4%, 4.5%, 2.3%, -3.7%, nt
#7 Cc1c(C(=O)OCc2ccccc2)[nH]c2c1C(=O)CC(c1ccco1)C2 (configuration not stated)
    8.5%, -7.0%, -1.7%, -15.6%, 19.4%, 36.3%[38.3 µM], -41.1%[inhibitor]
#8 COc1ccc(-c2noc(COc3ccc4c(c3)OCO4)n2)cc1OC
    -5.7%, -1.8%, -2.1%, 20.7%, -11.5%, -29.7%[38.3 µM], -9.3%[0.074 µM]
#9 CCCOc1ccc(Cc2nn3c(=O)/c(=C/c4ccco4)sc3nc2=O)cc1
    -5.3%, -4.1%, -1.0%, 8.7%, 13.2%, 7.6%[38.3 µM], 5.9%
#10 CCN1CCN(C(c2cccs2)C(C)NC(=O)c2ccco2)CC1 (configuration not stated)
    -1.7%, -9.1%, -1.5%, 9.4%, -1.2%, 6.9%[38.3 µM], 9.5%

A different layout for 2 compounds above.
(1) CCOc1ccc(N=C2NC(=O)S/C2=C\c2ccc(O)cc2)cc1
  GAA glycogen mod = -0.1% | GAA spleen mod = -1.5% | GAA inh = -6.5% | HTT aggregate = -7.3% | RGS12 GoLoco inh = -16.4% | IMPase Li cell = -1.3%[38.3 µM] | HTT cytoprotect = -7.7%
(8) COc1ccc(-c2noc(COc3ccc4c(c3)OCO4)n2)cc1OC
  GAA glycogen mod = -5.7% | GAA spleen mod = -1.8% | GAA inh = -2.1% | HTT aggregate = 20.7% | RGS12 GoLoco inh = -11.5% | IMPase Li cell = -29.7%[38.3 µM] | HTT cytoprotect = -9.3%[0.074 µM]

HTT aggregate, hit marks shown above.
#	Structure	GAA glycogen mod	GAA spleen mod	GAA inh	HTT aggregate	RGS12 GoLoco inh	IMPase Li cell
2	COc1ccc(-n2cc(-c3ccc(OC(F)F)cc3)[n+]3c2CCCCC3)cc1	-5.2%	-14.9%	1.2%	15.8µM*	8.4%	20.3%

Going on with the list:
Second line of a record – GAA glycogen mod, GAA spleen mod, GAA inh, HTT aggregate, RGS12 GoLoco inh, IMPase Li cell, HTT cytoprotect
#11 CN(C)S(=O)(=O)N1CCN(c2ccc([N+](=O)[O-])cc2)CC1
    3.8%, nt, -3.5%, 8.4%, 7.3%, -1.8%, -24.4%
#12 C=CCn1c(C(C)NC(=O)c2ccccc2C)n[nH]c1=S (configuration not stated)
    -5.1%, 1.4%, 0.5%, -4.8%, 12.4%, -8.8%, nt
#13 CCOCC(=O)N(CC)Cc1ccccc1
    5.5%, 2.9%, -1.5%, 0.6%[9.22 µM], 8.0%, 6.9%, -8.7%[10 µM]
#14 O=C(CCN1C(=O)COc2ccccc21)N1CCN(c2ccccn2)CC1
    4.1%, -9.8%, 3.7%, -5.3%, -1.3%, 3.1%[38.3 µM], 4.7%
#15 COC(=O)c1cc(C)nc(Sc2ccccc2N)n1
    1.8%, -3.7%, -9.2%[15.4 µM], -32.5%[9.22 µM], -18.3%, nt, -32.0%[10 µM]
#16 COc1ccc(Nc2nc(C(=O)N(CCO)Cc3ccccc3)cs2)cc1
    ?, 3.5%, 3.3%, 4.1%[9.22 µM], 6.9%, 17.6%, 18.4%[10 µM]
#17 COc1ccc(N2CCN(C(CNC(=O)C(=O)NCc3ccncc3)c3ccco3)CC2)cc1 (configuration not stated)
    -0.8%, nt, -1.8%, 10.6%, 0.8%, -6.5%, -9.8%
#18 O=C(NCc1ccccn1)c1cc2ccccn2n1
    3.8%, -0.3%, -4.4%[15.4 µM], -0.5%, 3.4%, -11.0%[38.3 µM], 2.8%
#19 Cn1cccc1P(=O)(c1cccn1C)c1cccn1C
    -19.6%, -9.7%, -2.6%, -6.3%, -4.7%, 31.8%[38.3 µM], -3.0%
#20 COc1cc(/C=C/C(=O)NCCN2CCOCC2)cc(OC)c1OC
    7.4%, 7.9%, 9.5%, 23.3%, 7.7%, 0.9%, 43.3%[10 µM]
#21 CCOC(=O)c1nnn(-c2nonc2N)c1CSc1ccccc1
    5.7%, -4.4%, -1.4%, -7.9%, -3.6%, 54.1%[activator][38.3 µM], 9.0%
#22 O=C(c1noc2c1CCCC2)N1CCOCC1
    13.1%, -5.6%, 3.1%, ?, 3.8%, 9.0%[38.3 µM], -29.5%
#23 CN(C)CCOCCSc1ccc(Cl)cc1
    4.2%, -2.2%, 8.4%, 10.9%, 8.0%, 4.5%[38.3 µM], 5.2%
#24 CC1(C(=O)NNC(=O)c2ccc(=O)oc2)CC1Br (configuration not stated)
    -17.3%, -3.9%, -8.5%, 12.2%[9.22 µM], 18.3%, nt, 5.9%[10 µM]
#25 CCOC(=O)C1CCCN(Cc2cc(Br)ccc2OC)C1 (configuration not stated)
    nt, 0.9%, -12.8%, -9.6%, -16.1%, 24.9%[38.3 µM], -8.7%[10 µM]
#26 CCn1ccnc1CNC(=O)c1cc(COc2ccc(F)cc2F)on1
    -2.5%, 2.2%, -11.7%, -8.8%[9.22 µM], 6.1%, 24.8%, 9.9%[10 µM]
#27 CCn1c(SCC(=O)Nc2cc(C)ccc2C)nc2c(c1=O)SC(C)C2 (configuration not stated)
    1.1%, 3.1%, 3.9%, 19.9%, 9.0%, 15.5%[38.3 µM], 0.2%[10 µM]
#28 CSc1nc(C)cc(Nc2ccc(O)c(CN3CCCCC3)c2)n1
    nt, nt, nt, nt, 5.3%[14.2 µM], 8.0%, 6.7%[10 µM]
#29 COC(=O)CCC(=O)Nc1ccc(C)cc1OC(=O)CCC(=O)OC
    3.8%, -27.9%, 0.9%, -9.6%, 5.1%, 36.1%[activator][38.3 µM], -1.7%
#30 COC(=O)c1cccc(NS(=O)(=O)c2ccc(OC)c(OC)c2)c1C
    11.5%, -3.6%, 1.1%, 2.8%, 1.8%, 37.4%[38.3 µM], -4.5%
#31 CC(NC(=O)NC(N)=O)(C(F)(F)F)C(F)(F)F
    -7.7%, -2.9%, ?, 0.1%, -3.3%, -3.1%[38.3 µM], 1.8%
#32 Cn1ncc([N+](=O)[O-])c1C(=O)Nc1nccs1
    1.9%, 3.0%, -3.1%, -2.1%, 3.9%, 1.4%, -8.4%[10 µM]
#33 Cc1cc(C)c(NC(=O)CSc2nnc(-c3ccncc3)n2Cc2ccco2)c(Cl)c1
    1.8%, -1.0%, -8.7%, -18.4%, 12.0%, -2.6%[38.3 µM], -8.7%[0.074 µM]
#34 CCOC(=O)N/N=C\c1ccc([N+](=O)[O-])o1
    7.7%, -5.1%, -2.2%, -31.3%, -4.2%, -1.6%[38.3 µM], -3.6%
#35 CC1CC(C)(C)N2C(=O)C(=C(C#N)C#N)c3cccc1c32 (configuration not stated)
    -5.4%, 0.9%, nt, -5.8%[9.22 µM], 3.2%, nt, 5.3%[10 µM]
#36 COc1ccccc1C(=O)OCC(=O)Nc1cc(S(=O)(=O)N2CCOCC2)ccc1N1CCCC1
    -10.8%, 0.6%, 4.8%, 3.9%, 6.9%, 5.1%, 7.5%
#37 CCOC(=O)CSc1nnc([C@H](C)NC(=O)OC(C)(C)C)o1
    -11.9%, -3.0%, 3.6%, 24.2%, 2.9%, 4.7%[38.3 µM], -11.4%[0.074 µM]
#38 CC1=CC2=NC(=O)CC(C)(C(=O)N(CC(=O)NC(C)(C)C)Cc3cccs3)N2C=C1 (configuration not stated)
    5.1%, -9.0%, 3.9%, -11.8%, 0.6%, -0.3%[38.3 µM], 7.0%
#39 CCOC(=O)c1cc(-c2ccccc2)sc1NC(=O)CSc1nnnn1C
    -8.7%, 2.3%, 2.8%, -27.6%, 10.2%, -5.2%[38.3 µM], -21.2%[10 µM]
#40 Cc1nn(-c2ccccc2)c(C)c1C(=O)NNC(=O)C(F)(F)F
    9.2%, -2.7%, 6.6%, -3.9%[9.22 µM], 10.6%, nt, 0.9%[10 µM]
#41 CCCCc1nc2c(c3c1C[C@H](C)OC3)CN(S(=O)(=O)c1c(C)noc1C)CC2
    nt, -4.6%[17.4 µM], nt, nt, 6.1%[14.2 µM], 3.6%, -3.8%[10 µM]
#42 O=C(O)C1CC=CCC1C(=O)NCCc1ccccc1 (configuration not stated)
    2.4%, 3.1%, ?, 11.1%, 2.6%, 25.2%[38.3 µM], -4.4%
#43 O=C(Nc1ccc(F)cc1)Nc1ccc(N2CCCC2)c(S(=O)(=O)Nc2ccccc2Cl)c1
    ?, 0.7%, ?, ?, 1.1%, 13.6%, -31.3%[10 µM]
#44 CCc1c(C)nc(SCC(=O)Nc2cccc(Br)c2)[nH]c1=O
    -5.0%, -3.5%, -1.7%, -1.6%, 4.2%, 3.5%[38.3 µM], -0.2%
#45 COc1cc(OC)cc(C(=O)OCc2ccc([N+](=O)[O-])cc2)c1
    1.1%, -2.1%, 0.8%, 25.8%, -8.9%, -7.0%, -8.1%
#46 CC1(C)CC(=O)C2=C(C1)NC(=O)CC2c1ccc(N(CCC#N)CCC#N)cc1 (configuration not stated)
    -3.4%, -6.4%, -6.3%, ?, 1.2%, 1.1%[38.3 µM], -8.6%[1.9 µM]
#47 O=C(Nc1ccc2c(c1)OCO2)C1CCCN1C(=O)OCc1ccccc1 (configuration not stated)
    -3.6%, 4.5%, -4.3%, -2.7%, 1.1%, 11.4%[38.3 µM], -12.8%[10 µM]
#48 O=C(CCC1CCCN(C(=O)c2cc(C3CC3)[nH]n2)C1)N1CCN(c2ccccn2)CC1 (configuration not stated)
    11.2%, 4.4%, 8.5%, 1.4%[9.22 µM], -5.9%, 22.5%, 5.5%[10 µM]
#49 COC(=O)c1ccc(S(=O)(=O)NCc2ccco2)o1
    5.6%, 5.7%, 1.4%, 22.3%[9.22 µM], 8.1%, nt, 14.6%[10 µM]
#50 Cc1cc(C)c(/C=C(\C#N)S(=O)(=O)c2ccccc2)[nH]1
    7.3%, 1.0%, 0.0%, 15.2%[9.22 µM], 77.0%[activator], nt, 2.2%[10 µM]
